Assay outcomes as filed in PubChem BioAssay.
Dyrk1A ADPGlo: blocks rat Dyrk1A kinase activity; Q63470; ADP-Glo luminescence, NFATc1 peptide; inhibition, % at 12.5 µM; hit rate 0.43% among 310,000; in the data active means inhibition above about 50%;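 further: plate controls were vehicle with enzyme for no effect and no enzyme for full effect; many of its hits are not listed in these tables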
GSK3B inh: blocks human GSK3beta kinase activity | P49841 | GST-GSK3beta kinase, ADP-Glo luminescence, 60 min; stronger effect = lower value | activity score (negative = inhibition), % at 10 µM | hit rate 0.038% among 300,000 | AID 2097;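 active means more than half of replicate wells score below -50%, meaning over 50% inhibition versus plate controls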;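 further: 0% = median DMSO wells and -100% = median GW8510 positive control wells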
Target sequence (P49841 whole entry, looked up): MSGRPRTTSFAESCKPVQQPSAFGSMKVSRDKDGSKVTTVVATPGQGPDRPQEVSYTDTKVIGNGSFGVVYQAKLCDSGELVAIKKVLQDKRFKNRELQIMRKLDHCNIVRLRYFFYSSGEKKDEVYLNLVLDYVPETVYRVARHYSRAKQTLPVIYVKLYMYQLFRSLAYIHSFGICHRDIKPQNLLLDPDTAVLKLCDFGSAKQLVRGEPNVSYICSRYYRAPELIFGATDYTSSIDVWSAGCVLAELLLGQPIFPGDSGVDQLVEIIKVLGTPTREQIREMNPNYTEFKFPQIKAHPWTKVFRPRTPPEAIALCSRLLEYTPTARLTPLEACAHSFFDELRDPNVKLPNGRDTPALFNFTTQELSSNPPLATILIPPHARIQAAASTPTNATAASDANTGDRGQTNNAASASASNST
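Test system: GST-tagged human GSK3beta kinase, cell-free; evaluation: activity score scaled between in-plate DMSO and GW8510 controls; measured by: ADP-Glo luminescence; incubation: 60 min reaction, RT; benchmarks: DMSO and 20 µM GW8510; reagent: peptide substrate plus 25 µM ATP (final); medium: Tris/MgCl2 kinase buffer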
RGS4 act: potentiators or activators of RGS4 | HEK293 M3R/inducible RGS4, carbachol calcium flux Fluo4; stronger effect = lower value | B-score at 10 µM | hit rate 0.92% among 310,000;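 active means B-score of the integrated calcium signal more than 4 SD below the library mean, with starting fluorescence not abnormally high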;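 further: negative B-score means reduced calcium response which marks RGS4 activation or potentiation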
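test system = M3R-expressing HEK293 line, RGS4 induced by doxycycline | probe or stimulus = carbachol at ECmax as muscarinic agonist stimulus | timing = dye loading 30 min 37 °C, buffer rest 30 min RT | signal = calcium dye Fluo4 fluorescence | evaluation = B score from integrated fluorescence ratio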
RGS4 block: inhibitors of human RGS4; P49798; HEK293 M3R/RGS4 inducible, Fluo-4 calcium flux; stronger effect = higher value; triggered by carbachol at its EC20; B-score at 10 µM; hit rate 0.45% among 310,000;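 active means B-score, a plate-corrected calcium signal, over three deviations above library mean, with baseline fluorescence within five deviations of library mean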;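 further: RGS4 expression induced by doxycycline in cells with stable M3 receptor; B-score is computed from the integrated fluorescence ratio over baseline after carbachol; higher B-score means a larger calcium signal and so more RGS4 inhibition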
Target sequence (P49798 whole entry, looked up): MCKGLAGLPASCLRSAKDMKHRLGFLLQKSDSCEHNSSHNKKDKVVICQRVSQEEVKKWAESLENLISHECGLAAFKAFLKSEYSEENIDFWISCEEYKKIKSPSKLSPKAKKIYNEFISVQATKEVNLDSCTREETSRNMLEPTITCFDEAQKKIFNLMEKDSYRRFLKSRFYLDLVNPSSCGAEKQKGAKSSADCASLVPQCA
KCNK3 inh: human KCNK3 channel inhibition, primary screen. O14649. CHO-KCNK3 thallium flux, FluxOR fluorescence; stronger effect = lower value. B-score at 10 µM. hit rate 0.84% among 340,000. AID 602410;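 active means B-score under library mean minus 4 SD, starting fluorescence ratio at most library mean plus 5 SD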;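 further: more negative B-score means stronger inhibition of thallium flux through KCNK3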
Target sequence (O14649 whole entry, looked up): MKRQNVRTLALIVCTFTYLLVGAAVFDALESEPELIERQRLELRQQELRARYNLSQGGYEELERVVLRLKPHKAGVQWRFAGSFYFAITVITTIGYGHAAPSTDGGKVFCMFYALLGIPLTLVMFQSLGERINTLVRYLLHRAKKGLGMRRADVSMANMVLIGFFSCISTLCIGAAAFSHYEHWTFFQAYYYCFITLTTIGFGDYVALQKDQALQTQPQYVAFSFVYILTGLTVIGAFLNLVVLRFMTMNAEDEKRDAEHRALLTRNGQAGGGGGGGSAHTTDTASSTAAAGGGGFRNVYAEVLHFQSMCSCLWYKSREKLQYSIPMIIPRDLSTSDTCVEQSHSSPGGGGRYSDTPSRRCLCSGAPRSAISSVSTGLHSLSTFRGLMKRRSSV
KCNQ1 inh: human KCNQ1 channel inhibition. CHO-K1 KCNQ1, FluxOR thallium flux fluorescence; stronger effect = higher value. hit rate 1.3% among 310,000. P51787. B-score at 10 µM;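 active means compounds whose thallium flux B-score, printed positive for inhibition, exceeds three library SD while starting fluorescence stays within three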;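 further: channel opened by potassium depolarization with thallium stimulus after 20 min compound exposure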
PolyA inh: inhibitors of polyadenylation in S. cerevisiae; S. cerevisiae SKY197-pL101 polyadenylation reporter, beta-gal luminescence; efflux-impaired pdr1/pdr3 knockout yeast; score 100 = 6 SD above DMSO; calls only at 12 µM; hit rate 0.02% among 300,000; AID 1875;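 active means lowest replicate activity score at least 50, where 100 means six control SD above control mean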;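 further: yeast exposed to compound for 9 h at 30 °C; higher score means more reporter readthrough which indicates perturbed polyadenylation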
KCNQ1 act: potentiators or activators of human KCNQ1 potassium channel | hit rate 0.35% among 310,000 | CHO-K1 KCNQ1, thallium flux FluxOR fluorescence; stronger effect = higher value | B-score at 10 µM | P51787;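 active means fluorescence ratio B-score, a plate-corrected score, at least three library SD, with initial intensity B-score within 5 SD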
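Test system: CHO-K1 cells stably expressing KCNQ1 / Medium: assay buffer / Also added: depolarizing K+/Tl+ stimulus, K2SO4 and Tl2SO4 each 12.5 mM in 5x stock / Incubation: 90 min dye loading and 20 min compound exposure, both at room temperature / Signal: thallium influx via FluxOR fluorescence, kinetic imaging / Evaluation: B score of baseline-normalized fluorescence ratio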
GSK3 alpha inh: human GSK-3 alpha kinase inhibition; ADP-Glo luminescence, 60 min; inhibition, % at 10 µM; hit rate 0.1% among 320,000;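 in the data active means inhibition above about 50%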;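 further: GST-tagged GSK-3 alpha with peptide substrate and 25 µM ATP; 0% = DMSO neutral wells and 100% = GW8510 positive control wells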
KCNK9 inh: inhibitors of human KCNK9 two-pore domain potassium channel | B-score at 10 µM | HEK293 KCNK9, FluxOR thallium flux fluorescence; stronger effect = lower value | Q9NPC2 | hit rate 1.2% among 310,000;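 active means ratio B-score over 3 SD below the library mean, with starting fluorescence within 5 SD of its mean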;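 further: negative B-score means less thallium flux so channel inhibition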
hERG protect: shields human hERG channel from block by proarrhythmic agents. AID 1511. activation (rescue from dofetilide block), less the hit threshold, % at 10 µM. hit rate 0.51% among 310,000. CHO-hERG, FluxOR thallium flux, dofetilide IC70 present. Q12809;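 active means activation above the mean of controls blocked by dofetilide plus 5 SD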;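 further: thallium influx through hERG after potassium depolarization seen as dye fluorescence rise; in these data hits start at about 4.7%; inactives centre near -7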
Starred values were filed as active, the others as inactive; i = inactive; / = not tested or not shown.

SMILES	Dyrk1A ADPGlo	GSK3B inh	RGS4 act	RGS4 block	KCNK3 inh	KCNQ1 inh	PolyA inh	KCNQ1 act	GSK3 alpha inh	KCNK9 inh	hERG protect
CN(Cc1c(C(=O)N(C)Cc2ccccc2)nc2ccccn12)CC1Cc2ccccc2O1 (stereo not drawn)	2	2	i	i	i	i	i	i	-3	i	-13
C1=Cc2ccccc2Nc2ccccc21	7	1	i	i	i	i	i	i	/	i	-5
CCOc1ccc(N(C)S(=O)(=O)c2csc(C(N)=O)c2)cc1	4	1	i	i	i	i	i	i	-2	i	-3
COc1ccc(CCN2C(=O)C(C)=C(C)C2=O)cc1OC	/	2	i	i	i	i	i	i	-3	i	-2
Cc1[nH]nc2c1C(c1ccsc1)C(C#N)=C(N)O2 (stereo not drawn)	-23	-1	i	i	i	i	i	i	3	i	-7
COCCNC(=O)c1c(N)n(-c2cccc(C)c2)c2nc3ccccc3nc12	2	3	i	i	i	i	i	i	/	i	-15
COc1cccc(OCc2cc(C(=O)N(C)Cc3nc(C)cs3)no2)c1	-1	1	i	i	i	i	i	i	-1	i	-8
O=C(CCCC1=NS(=O)(=O)c2ccccc2N1)N1CCN(c2ccc(Cl)cc2)CC1	-2	2	i	i	i	i	i	i	-3	i	-4
NNC(=O)C(Cc1cnc[nH]1)NC(=O)OCc1ccccc1 (stereo not drawn)	3	1	i	i	i	i	i	i	-6	i	-5
COC(=O)c1cccc(NC(=O)CSc2nc(=O)cc(N)n2-c2ccccc2)c1	6	0	i	i	i	i	i	i	1	i	-2
O=C1CCSc2ccc(Cl)cc2N1Cc1ccc(Cl)cc1	5	-1	-10*	i	i	i	i	i	-1	-7.6*	-11
CCCCNC(=O)C1CCC(CNS(=O)(=O)c2ccc(NC(C)=O)cc2)CC1 (stereo not drawn)	2	-1	i	i	i	i	i	i	-1	i	-4
O=C(Cn1ncc2c1-c1ccccc1OC2)N1CCN(Cc2ccc3c(c2)OCO3)CC1	2	4	i	i	i	i	i	i	0	i	-10
CCCN1CCN(C(c2cc3cc(OCC)ccc3[nH]c2=O)c2nnnn2C2CCCCC2)CC1 (stereo not drawn)	9	-5	i	i	i	i	i	i	0	i	-9
CCOc1ccccc1NC(=O)N1CCC(c2nc3ccc(C)cc3[nH]2)CC1	0	4	i	i	i	i	i	i	-1	i	-3
CCC(=Nc1ccccc1O)C1=C(O)CC(c2ccccc2)CC1=O (stereo not drawn)	-2	3	i	i	i	i	i	i	-2	i	-8
COc1ccc(C2C(C#N)=C(N)Oc3cc(O)ccc32)cc1C (stereo not drawn)	/	-2	i	i	i	i	i	i	2	i	-4
CC(C)(C)NC(=O)NC(=O)COC(=O)CCC1CCCCC1	-1	-3	i	i	i	i	i	i	-1	i	-6
CSc1nsc(SCC(=O)Nc2cccc(C(=O)O)c2)n1	0	-2	i	i	i	i	i	i	-4	i	1
COc1ccc(/C=C/c2ccncc2)cc1	3	2	i	i	i	i	i	i	7	i	-9
O=C(N/N=C/c1ccc([N+](=O)[O-])cc1)c1[nH]ncc1Br	-1	0	i	i	i	i	i	i	1	i	-10
COC(=O)c1cc(NC(=O)c2cccc(C(F)(F)F)c2)c(=O)oc1C/C=N/OCc1cccc(Cl)c1Cl	2	-1	i	i	-11*	i	i	i	1	i	-12
CSc1ccc(S(=O)(=O)Nc2ccc3c(c2)NC(=O)CC3)cc1	5	1	i	i	i	i	i	i	2	i	-1
O=Cc1ccccc1OCc1ccc2c(c1)OCO2	6	2	i	i	i	i	i	i	7	i	-5
COC(=O)c1cnc(Oc2ccc(NC(=O)NC(=O)c3ccccc3Cl)cc2)cc1C(F)(F)F	-3	2	i	i	i	i	i	i	-2	i	-8
More structures.
SMILES	Dyrk1A ADPGlo	GSK3B inh	RGS4 act	RGS4 block	KCNK3 inh	KCNQ1 inh	PolyA inh	KCNQ1 act	GSK3 alpha inh	KCNK9 inh	hERG protect
CC(NC(=O)CSc1nnc(COc2ccccc2)o1)c1ccccc1 (stereo not drawn)	5	-16	i	i	i	i	i	i	-1	i	0
Cc1ccc(S(=O)(=O)Nc2cc(C(=O)Nc3cc(C)cc(C)c3)ccc2Cl)cc1	3	-1	i	i	i	7*	i	i	-7	i	-9
Brc1ccc(CSc2nnc(-c3cnccn3)n2Cc2ccco2)cc1	4	-3	i	i	i	i	i	i	-1	i	-11
Nc1nc(NCC2CCCO2)nc(NCC2CCCO2)c1[N+](=O)[O-] (stereo not drawn)	-2	0	i	i	i	i	i	i	52*	i	-5
CCC(=O)Nc1sccc1C(=O)OC	2	1	i	i	i	i	i	i	-1	i	-7
N#Cc1c(C(F)(F)F)cc(-c2ccccc2)nc1SCC(=O)N1CCOCC1	-1	-2	i	i	i	i	i	i	-5	i	-10
ONc1cccnc1-n1nc(C(F)(F)F)cc1C(F)(F)F	/	2	i	i	/	i	i	i	2	i	-10
Cc1cccc(C)c1NC(=O)CN(C)CC(=O)Nc1ccc(F)c(Cl)c1	7	1	i	i	-12*	i	/	i	-4	i	2
Cn1cccc1-c1nc2ccccc2n1C	1	0	i	i	i	i	i	i	-2	i	-3
CC(Oc1ccc(-c2ccccc2)cc1)C(=O)N1CCOCC1 (stereo not drawn)	2	3	i	i	i	i	i	i	5	i	-5
CCc1ccc(NC(=O)CN(c2cccc(C)c2)S(C)(=O)=O)cc1	2	-1	i	i	i	i	i	i	-1	i	-8
CCN(C(=O)CSc1nc(-c2ccccc2)c(-c2ccccc2)[nH]1)C1CCS(=O)(=O)C1 (stereo not drawn)	-7	2	i	i	i	i	i	i	13	i	-8
Cc1ccc(OCC(=O)Nc2ccc(N(C)C)cc2)cc1	-3	1	i	i	i	i	i	i	-6	i	-5
CCOC(=O)Cn1cnc2c(nnn2-c2ccccc2)c1=O	1	2	i	i	i	i	i	i	0	i	-7
COC(=O)c1[nH]c2cccc(C)c2c1NC(=O)CN1CCN(C(=O)c2ccco2)CC1	2	-1	i	i	i	i	i	i	0	i	-10
Cc1cc(C)cc(OCCn2ccnc2)c1	/	3	i	i	i	i	i	i	-3	i	-13
O=C(C1CC(=O)N(c2ccc(Cl)cc2)C1)N1CCCCCC1 (stereo not drawn)	3	0	i	i	i	i	i	i	2	i	-5
COc1cc(OC)cc(-c2nnc(NC(=O)CCS(=O)(=O)c3ccc(C)cc3)o2)c1	/	-1	i	i	i	i	i	i	0	i	-10
CCN(CC)Cc1c(C(=O)N/N=C/c2ccccn2)nnn1-c1nonc1N	-6	-54*	i	i	i	i	i	i	60*	i	-4
CCCc1c(C(=O)N/N=C(/C)c2ccncc2)nnn1-c1nonc1N	-1	0	i	i	i	i	i	i	1	i	-8
O=C(Nc1ccc(N2CCOCC2)nc1)c1ccc(C(F)(F)F)cc1	-6	0	i	i	i	i	/	i	-2	i	-3
COc1ccc(-n2c(SCC(=O)NNC(=O)c3ccc(C)cc3)nnc2-c2ccncc2)cc1	-1	1	i	i	i	i	i	i	-1	i	-5
COc1ccc(/C=C/C(=O)NCCc2ccc(S(N)(=O)=O)cc2)cc1	-4	2	i	i	i	i	i	i	1	i	-5
COC(=O)c1ccc(C23CC4(C2)[C@H](CN(C)[C@@H]4c2ccccc2)C3c2ccc(C(F)(F)F)cc2)cc1 (stereo partly drawn)	5	1	i	i	i	i	i	i	2	i	-3
CCOC(=O)N1CCN(C(=O)CC(C)S(=O)(=O)c2cc3c(cc2C)NC(=O)CO3)CC1 (stereo not drawn)	2	1	i	i	i	i	i	i	0	i	-3

Among those listed so far, these have bromine.
SMILES	Dyrk1A ADPGlo	GSK3B inh	RGS4 act	RGS4 block	KCNK3 inh	KCNQ1 inh	PolyA inh	KCNQ1 act	GSK3 alpha inh	KCNK9 inh	hERG protect
O=C(N/N=C/c1ccc([N+](=O)[O-])cc1)c1[nH]ncc1Br	-1	0	i	i	i	i	i	i	1	i	-10
Brc1ccc(CSc2nnc(-c3cnccn3)n2Cc2ccco2)cc1	4	-3	i	i	i	i	i	i	-1	i	-11

(more compounds)
SMILES	Dyrk1A ADPGlo	GSK3B inh	RGS4 act	RGS4 block	KCNK3 inh	KCNQ1 inh	PolyA inh	KCNQ1 act	GSK3 alpha inh	KCNK9 inh	hERG protect
O=C(Oc1ccc(-c2nnco2)cc1)c1ccco1	15	2	i	i	i	i	i	i	2	i	-4
O=S(=O)(c1ccc(NCc2ccc(F)cc2)nc1)N1CCCC1	-10	2	i	i	i	i	i	i	-8	i	-9
Cc1nc(C)c(C(=O)N(c2ccccc2F)C(C(=O)NCC2CCCO2)c2ccccc2)s1 (stereo not drawn)	-1	2	i	i	i	i	i	i	-1	i	-10
O=C1CCCc2c1cc(C(=O)NCCCN1CCOCC1)c(=O)n2-c1ccc(Cl)cc1	58*	-3	i	i	i	i	i	i	1	i	-6
CCN(CC)CCNC(=O)c1ccc(Cl)c(S(=O)(=O)Nc2ccccc2OC)c1	0	-1	i	i	i	i	i	i	-4	i	-2
CCCOC(=O)CSC1=C(C#N)C(c2ccccc2OCC)C(C#N)C(=O)N1 (stereo not drawn)	-3	2	i	i	i	i	i	i	1	i	-4
NC(=S)NCc1cccnc1	-23	0	i	i	i	i	i	i	0	i	-4
Cn1c(SCC(=O)Nc2ccccc2C(F)(F)F)nc2c(c1=O)SCC2	1	0	i	i	i	i	i	i	0	i	-5
COc1ccc(CNC(=O)C(=O)NCC2OCCN2S(=O)(=O)c2cccs2)cc1 (stereo not drawn)	-3	0	i	i	i	i	i	i	-2	i	-10
CN(Cc1ccccc1)C(=O)COC(=O)c1cc(NS(=O)(=O)c2cccs2)ccc1O	-2	0	i	i	i	i	i	i	-4	i	-29
Cc1c(Cl)cccc1NC(=O)CNc1cccc(S(=O)(=O)N(C)C)c1	-3	-1	i	i	i	i	/	i	1	i	-4
CCOC(=O)C1CCCN(c2c(NCCc3ccccc3)c(=O)c2=O)C1 (stereo not drawn)	-2	2	i	i	i	i	i	i	-1	i	-7
Cn1c(=O)c2c(ncn2CC(O)CNc2ccc(F)cc2)n(C)c1=O (stereo not drawn)	-5	-3	i	i	i	i	i	i	-1	i	-5
O=C(CSc1ncc(-c2ccccc2)nn1)NCc1ccco1	-9	4	i	i	i	i	i	i	0	i	-12
Cc1cccc2sc(NNC(=O)C3COc4ccccc4O3)nc12 (stereo not drawn)	1	-1	i	i	i	i	i	i	-2	i	-7

Some of the compounds tested. The share of hits here may be higher or lower than overall.
